Screening results: PubChem BioAssay, National Center for Advancing Translational Sciences (NCATS)
HEK293 viab: GF-AFC viability counterscreen for inhibitors of alpha-synuclein gene (SNCA) expression; HEK-293-SNCA-luc viability, GF-AFC fluorescence, 24 h; Potency, µM (highest dose often 57.1 µM), for the others: at the top dose activity change, negative = cytotoxicity, actives largely listed as cytotoxic; 0.12% of 150,000 active; AID 1671193, 2021;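 further: potency means the concentration at half of the fitted maximal effect; 0% = DMSO-treated cells and -100% = medium-only wells without cells; nearly all actives have a fitted effect of over 30% in size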
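Cytotoxicity counterscreen: after 24 h compound treatment of genome-edited SNCA-luciferase HEK-293 cells, live-cell protease substrate GF-AFC read by fluorescence after 30 min; activity scaled between DMSO (0%) and medium-only (-100%), curves Hill-fitted.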
GPT2 inh: Primary qHTS assay for inhibitors of Glutamate pyruvate transaminase 2 (GPT2). Recombinant GPT2, coupled pyruvate oxidase/HRP Amplex Red fluorescence. Alanine aminotransferase 2 (Homo sapiens), Q8TD30. Potency, µM (top dose mostly 57.7 µM), without a hit: at the top dose activity change, negative = inhibition, most hits filed as inhibitors. 0.25% of 100,000 active; further: potency means the concentration at half of the fitted maximal effect; nearly all actives have a fitted effect of over 60% in size; many of its hits are not listed in these tables
Target sequence (Q8TD30 whole entry, looked up): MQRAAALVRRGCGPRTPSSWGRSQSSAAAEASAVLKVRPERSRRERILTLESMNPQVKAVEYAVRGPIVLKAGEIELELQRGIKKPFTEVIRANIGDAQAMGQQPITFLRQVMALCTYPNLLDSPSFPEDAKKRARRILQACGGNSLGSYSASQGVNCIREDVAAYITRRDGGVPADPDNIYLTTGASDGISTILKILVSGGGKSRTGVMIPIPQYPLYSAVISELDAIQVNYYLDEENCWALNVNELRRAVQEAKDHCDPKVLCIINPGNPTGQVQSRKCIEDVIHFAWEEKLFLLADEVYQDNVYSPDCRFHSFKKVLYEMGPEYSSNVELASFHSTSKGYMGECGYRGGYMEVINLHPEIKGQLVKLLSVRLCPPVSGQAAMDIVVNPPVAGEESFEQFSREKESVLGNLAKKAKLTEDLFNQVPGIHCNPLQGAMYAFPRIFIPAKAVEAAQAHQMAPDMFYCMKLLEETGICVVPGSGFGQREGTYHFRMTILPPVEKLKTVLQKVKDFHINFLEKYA
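Inhibition is scored from Amplex Red fluorescence generated when pyruvate oxidase and HRP act on pyruvate released by GPT2. Reactions contain 10ng/uL enzyme, 250uM a-KG and 2mM L-alanine and run 30 min at room temperature.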
SNCA expr inh: Primary qHTS assay for inhibitors of alpha-synuclein gene (SNCA) expression | AID 1671194, 2021 | 0.17% of 140,000 active | Potency, µM (titrated, usually from 57.2 µM), for inactives: at the highest dose activity change, negative = inhibition, usual class: inhibitors | HEK-293 SNCA-luciferase knock-in, luminescence, 24 h;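 further: potency means the concentration at half of the fitted maximal effect; plate controls were DMSO cells for no effect and cell-free wells for full effect; nearly all actives have a fitted effect of over 45% in size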
HEK cytotox: Cytotoxic Profiling in HEK 293 Cell Line of Diverse Libraries Using Quantitative High-Throughput Screening; Potency, µM (series often up to 115 µM), without a hit: at the highest dose activity change, negative = cytotoxicity, usual class: inhibitors; HEK 293 viability, ATP luminescence (CellTiter-Glo), 48-72 h; AID 1345083, 2018; 6.6% of 94,000 active; further: potency means the concentration at half of the fitted maximal effect; nearly all actives have a fitted effect of over 60% in size
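Cells seeded first (HEK 293, 250 cells/well), then compound added by pintool. Incubation ran 48 or 72 hr at 37 degree Celsius. CellTiter-Glo was added and luminescence imaged after 10 min at room temperature.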
FLuc inh: Firefly luciferase inhibition profiling of diverse chemical library using quantitative high-throughput screening. 2.5% of 76,000 active. Luciferin 4-monooxygenase (Photinus pyralis), P08659. purified P. pyralis luciferase, luminescence, biochemical. AID 1347043, 2019. Potency, µM (highest dose often 115 µM), inactives show at the top dose activity change, negative = inhibition, hits mostly inhibitors; further: potency means the concentration at half of the fitted maximal effect; nearly all actives have a fitted effect of over 65% in size
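Purified P. pyralis luciferase (10nM final) in 50mM Tris acetate pH 7.5, 10mM Mg acetate, 0.01% Tween-20, 0.05% BSA with 10uM D-luciferin and 10uM ATP. Compounds titrated qHTS. Luminescence imaged on CCD.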
3T3 cytotox: Cytotoxic Profiling in NIH 3T3 Cell Line of Diverse Libraries Using Quantitative High-Throughput Screening. NIH 3T3 viability, CellTiter-Glo ATP luminescence, 48-72 h. Potency, µM (doses to about 96.7 µM), for inactives: at the top dose activity change, negative = cytotoxicity, usual class: inhibitors. 4.3% of 94,000 active; further: potency means the concentration at half of the fitted maximal effect; nearly all actives have a fitted effect of over 55% in size
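ATP-dependent luminescence (CellTiter-Glo) served as the viability signal for NIH 3T3 cells treated with compound for 48 or 72 hr at 37 °C.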
IP6K1 inh: Primary qHTS assay for small molecule inhibitors of Inositol hexaphosphate kinase 1 (IP6K1); IP6K1 kinase, ADP-Glo luminescence, 2 h; stronger effect = lower value; AID 1645851, 2021; activity change, % (series mostly up to about 58 µM); Inositol hexakisphosphate kinase 1 (Homo sapiens), Q92551; 0.81% of 140,000 active; in the data active means activity change below about -25%
Target sequence (Q92551 whole entry, looked up): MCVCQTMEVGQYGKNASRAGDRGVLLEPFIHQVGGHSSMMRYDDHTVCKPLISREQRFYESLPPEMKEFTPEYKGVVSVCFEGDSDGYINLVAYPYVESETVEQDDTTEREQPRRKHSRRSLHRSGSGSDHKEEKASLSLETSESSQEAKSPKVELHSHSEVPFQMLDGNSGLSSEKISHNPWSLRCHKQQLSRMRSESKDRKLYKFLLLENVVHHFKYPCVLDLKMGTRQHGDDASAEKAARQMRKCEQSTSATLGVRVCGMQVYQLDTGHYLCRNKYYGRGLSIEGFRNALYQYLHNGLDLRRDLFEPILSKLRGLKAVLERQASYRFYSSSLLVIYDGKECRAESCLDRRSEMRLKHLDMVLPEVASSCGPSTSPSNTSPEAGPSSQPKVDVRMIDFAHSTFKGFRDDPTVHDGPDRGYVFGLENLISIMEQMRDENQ
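ADP-Glo luminescence measures ADP made by human IP6K1 during a 2 h RT reaction with ATP/IP6 (mix at 1.3 mM/130 uM); top library doses 57.5 and 19.1 uM final.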
Numbers without * were called inactive; i = inactive; ? = inconclusive; . = not tested or not shown; [ ] = another dose, or the depositor's remark. Unless noted, the call rests on the fitted dose curve; in most records, active means well fitted curve in the direction sought with a large enough effect; inconclusive means small, poorly fitted or top-dose-only effect, or another doubt; inactive means no such curve, though single readings can be large; an effect the other way counts as inactive or inconclusive. Unless noted, on the % scale 0 is the no-effect control and ±100 the full control effect.

SMILES | HEK293 viab | GPT2 inh | SNCA expr inh | HEK cytotox | FLuc inh | 3T3 cytotox | IP6K1 inh
O=C(NCC1CCCO1)N1CCc2nc(-c3ccccc3)[nH]c2C1 (configuration not stated) | -10% | i | 20% | i | . | -5% | 9
O=C1Cc2c(-c3ccoc3)n[nH]c2CN1Cc1ccccc1 | 14%[87.6 µM] | i | -3%[87.6 µM] | -36%[172 µM] | -17%[172 µM] | ? | 27
O=S(=O)(NCCc1csc2nc(-c3ccc(Cl)cc3)nn12)c1ccc2c(c1)OCCO2 | ? | . | -16% | . | . | . | -5
COc1ccc(OC)c(CNC(=O)CN2C(=O)CCn3nc(-c4cn(C)c5ccccc45)cc32)c1 | -15% | . | ? | . | . | . | 13
CN1c2cc(C(=O)Nc3cccc(C#N)c3)ccc2C(=O)N2CCCCC21 (configuration not stated) | 26%[12.5 µM] | i | 188%[activator] | ? | ? | ? | -6
Cc1ccc(OCc2nc(C3CCN(C(=O)c4c5c(nc6ccccc46)CCCC5)CC3)no2)cc1 | ? | i | ? | ? | 5% | -25% | -1
CN(CC1CCOCC1)C(=O)NCc1ccccc1 | -4% | i | -9% | 0% | -2% | i | 7
COc1ccc(-n2c(SCC(=O)Nc3cccc(C)c3C)nc3c([nH]c4ccccc43)c2=O)cc1 | 5% | . | -13% | . | . | . | 8
CNC(=O)[C@@H]1CN(C(=O)CCc2c(C)noc2C)C[C@H]1c1n[nH]c(C)n1 | 6% | -18% | 10% | -5% | -6% | -8% | 33
CCCCNC(=O)CC1Nc2cc(C)c(C)cc2NC1=O (configuration not stated) | -8% | . | 36%[activator] | . | . | . | 8
CC(C)C(=O)N1CCOC[C@H](Oc2ccc(C(F)(F)F)cc2)C1 | 0%[87.6 µM] | i | -2%[87.6 µM] | ? | -8%[172 µM] | -18%[138 µM] | 25
Cc1ccc(OC2(C(=O)NCc3cccc(N(C)C)c3)CCNCC2)cc1 | -11% | -6% | ? | -8% | -3% | -1% | 18
O=C1Nc2ccccc2CN(Cc2ccccc2)C12CCNCC2 | -10% | -9% | 14% | ? | . | ? | 15
CC1(c2ccccc2)N(Cc2ccccc2)C(=O)OC12CCN(Cc1cccnc1N)CC2 (configuration not stated) | -14% | 4% | -20% | ? | 9% | ? | -8
Cc1cccc(NC(=O)c2oc3ccccc3c2NC(=O)c2cc(=O)c3cc(Cl)ccc3o2)c1 | 10% | . | -17% | . | . | . | -2
COc1ccc(C(=O)Nc2nc3c(s2)Cc2c(Br)ccc(OC)c2-3)cc1OC | 5% | . | 11% | . | . | . | 0
CC(=O)Nc1cccc(NC(=O)C(=O)NCCc2sc(-c3ccccc3)nc2C)c1 | -2% | . | -17% | . | . | . | 0
C=C(C)CN(C)C(=O)c1coc(COc2ccc3c(c2)OCO3)n1 | 11% | i | 30% | -2% | ? | -23% | 3
CCOc1cccc(C(c2c(C)n(C)n(-c3ccccc3)c2=O)c2c(C)n(C)n(-c3ccccc3)c2=O)c1OC | ? | . | 11% | . | . | . | 0
Cn1c(=O)cc(SCC(=O)N2CCN(c3ccccc3F)CC2)c2ccccc21 | 0% | . | 29% | . | . | . | 28

Record cards, as listed above. Screens in order: HEK293 viab, GPT2 inh, SNCA expr inh, HEK cytotox, FLuc inh, 3T3 cytotox, IP6K1 inh
Entry for `C=C(C)CN(C)C(=O)c1coc(COc2ccc3c(c2)OCO3)n1` : 11%, i, 30%, -2%, ?, -23%, 3
Entry for `Cc1ccc(OC2(C(=O)NCc3cccc(N(C)C)c3)CCNCC2)cc1` : -11%, -6%, ?, -8%, -3%, -1%, 18

The list goes on:
SMILES | HEK293 viab | GPT2 inh | SNCA expr inh | HEK cytotox | FLuc inh | 3T3 cytotox | IP6K1 inh
C[C@H]1CCCN1C(=O)c1nnc(CNCc2ccc3c(c2)OCO3)n1-c1cccnc1 | 1%[87.6 µM] | i | 12%[87.6 µM] | 2%[172 µM] | -4%[172 µM] | ? | -11
CC1=C(C(=O)OC(C)C)C(c2ccccc2F)N2C(CC(=O)N3CCOCC3)=CSC2=N1 (configuration not stated) | -12% | -12% | 5% | -12% | 4% | -19% | -3
CN1C[C@@H](NC(=O)CC(C)(C)CC(=O)O)C[C@H]1c1nc(-c2ccccc2)no1 | 5%[87.6 µM] | -14%[88.5 µM] | 48%[activator][87.6 µM] | -5%[172 µM] | ? | -13%[174 µM] | 3
COc1ccccc1N1CCN(C(=O)Cn2c(N3CCc4ccccc4C3)nc(C)cc2=O)CC1 | ? | 2% | ? | 35µM* | -1% | ? | 12
Cc1cc2c(cc1S(=O)(=O)Nc1cc(C(F)(F)F)cc(C(F)(F)F)c1)OCC(=O)N2 | -6% | . | ? | . | . | . | -12
CC(=O)N1CCC(N2CC[C@H](c3nc4ccc(C#N)cc4[nH]3)C2)CC1 | 0%[87.6 µM] | i | 17%[87.6 µM] | i | 0%[172 µM] | i | 12
CCCCOC(=O)c1ccc(Nc2nc3ccc(C(=O)c4ccccc4)cc3n3cnnc23)cc1 | -6% | . | 14% | . | . | . | 24
CCCN1C(=O)c2[nH]nc(-c3ccc(F)cc3)c2C1c1ccccn1 (configuration not stated) | ? | . | 2% | . | . | . | 4
Cc1ccc([S+](=O)([O-])N2CCC(c3nn(-c4ccccn4)c(=O)[nH]3)CC2)cc1 | 3% | i | 6% | ? | . | ? | -2
O=C(c1ccccc1)N1CCn2c(nnc2C2CCCNC2)C1 (configuration not stated) | -3%[87.6 µM] | i | 6%[87.6 µM] | 0%[172 µM] | -8%[172 µM] | -11%[138 µM] | -3
CCOc1ccc(Sc2cc(C(=O)NC(C)c3ccccc3)c3ccccc3n2)cc1 (configuration not stated) | 3% | . | 13% | . | . | . | 15
NC(=O)c1ccc(NC(=O)Cn2nc3c(cc2=O)CCCC3)cc1 | 1% | i | 78%[activator] | -6% | 0% | -11% | 0
CC(C(=O)NCc1ccccc1F)n1ccc2cc(S(=O)(=O)N3CCCC3)ccc21 (configuration not stated) | -1% | . | -18% | . | . | . | 10
CC(NC(=O)CCCn1c(=O)c2cccn2c2cccnc21)c1ccccc1 (configuration not stated) | 3% | . | -2% | . | . | . | 18
O=C(c1ccc2nnc(-c3cncc(Cl)c3)n2c1)N1CCC(c2ccccc2)CC1 | -10% | i | 51%[activator] | ? | . | ? | 14
COc1ccccc1-c1cccc(CN2CCC(NC(=O)Nc3ccccc3)CC2)c1 | -3% | ? | 0% | 22µM* | . | 18µM* | 0
O=C(CC1=C2CCCCC2N(Cc2ccccc2)C1=O)NCCc1c[nH]c2ccccc12 (configuration not stated) | -21% | 3% | -7% | ? | 0% | ? | 29
COc1ccc(-c2noc(CSc3nnc(-c4ccncc4)n3-c3ccc(C)cc3)n2)cc1 | -8% | . | -20% | . | . | . | -14
COCCc1noc(-c2nc(-c3ccccc3)no2)n1 | -4% | i | 28% | -24% | 20µM* | -10% | 7
O=C(NC1CC1)c1ccccc1OC1CN(C2CCC2)C1 | -5% | -26% | -11% | -22% | 2% | -7% | -16
CC(C)c1ccc(NC(=O)c2cc(S(=O)(=O)NC3CCCCC3)ccc2F)cc1 | -20% | . | -30% | . | . | . | -3
O=C1NC2CCCCC2=C1CC(=O)N1CCc2ccccc21 (configuration not stated) | -12% | -11% | 10% | -4% | -10% | -17% | 0
CCc1nnsc1C(=O)N1CCc2nc(NC)nc(C(=O)N3CCCC3)c2C1 | 13% | i | -26% | -9% | -1% | -3% | -10
Cc1ccc(C2(O)CCN(C(=O)c3cc4c(s3)CCCC4)CC2)nc1 | 15% | 4% | 26% | -25% | -14% | -19% | 3
COC(=O)C1=COC(O[C@@H]2O[C@H](CO)[C@@H](O)[C@H](O)[C@H]2O)[C@H]2[C@@H]1[C@H](OC(=O)CCc1ccc(O)cc1)C[C@]2(C)O (some centres not stated) | -7%[23.9 µM] | -1%[27.3 µM] | . | . | . | . | 7
COc1ccc(CN2C[C@@H]3C[C@@H](C(N)=O)N(C(=O)CC4CCCC4)c4cccc(c43)C2=O)cc1 | -20%[23.9 µM] | -8%[27.3 µM] | ? | ? | . | ? | 8
O=C(C1CCN(c2nccc(Nc3ccccc3Cl)n2)CC1)N1CCN(Cc2ccccc2)CC1 | -11%[12.5 µM] | i | ? | ? | . | 32µM* | -1
COc1cc2nc(Nc3cccc(C)c3)nc(N)c2cc1OC | ? | . | -4% | . | . | . | 1
COc1ccc(C(=O)N2CCC3(CC2)CC(OC)CCO3)cc1OC (configuration not stated) | 10%[12.5 µM] | i | -11% | -12% | -3% | -4% | -3
CC(C)n1cncc1CN1CCC2(CCCO2)CCC1=O (configuration not stated) | -2% | i | -1% | 1% | 5% | -13% | 5
CN(C)C(=O)c1ccc2cncn2c1 | 3%[87.6 µM] | -18%[88.5 µM] | -24%[87.6 µM] | -11%[230 µM] | -9%[230 µM] | -3%[174 µM] | -3
COCCNC(=O)C1COC2(CCN(C(=O)c3ccccc3F)CC2)N1C(=O)c1ccco1 (configuration not stated) | -16% | i | 6% | -10% | -10% | -12% | -6
CCOC(=O)C1CCC(CN(Cc2ccc(Cl)cc2)S(=O)(=O)c2cccc(Cl)c2C)CC1 (configuration not stated) | -6% | . | -12% | . | . | . | 30
COC(=O)Cn1ccc2cc(S(=O)(=O)N3CCCCCC3)ccc21 | ? | . | ? | . | . | . | -4
O=C(N[C@H]1CCN2C(=O)N(c3cccc(C(F)(F)F)c3)C(=O)[C@@H]2C1)c1cnccn1 | 0%[87.6 µM] | -2%[88.5 µM] | 4%[87.6 µM] | -2%[172 µM] | -6%[172 µM] | -22%[174 µM] | -2
COCCNc1ccc(-c2nc(-c3cccc(C)c3)no2)cc1[N+](=O)[O-] | 0% | . | 3% | . | . | . | -5
O=C(Cn1cccn1)N1CC(F)(F)C[C@H]1c1nc(C2CC2)no1 | 0% | 1% | -1% | 0% | 5% | 2% | 17
CC(=O)N1CCC(c2nnc3n2CCNC3)CC1 | -1%[87.6 µM] | ? | -24%[87.6 µM] | -24%[172 µM] | . | -23%[138 µM] | 20

Looked up one by one from above, 2 records:
SMILES | HEK293 viab | GPT2 inh | SNCA expr inh | HEK cytotox | FLuc inh | 3T3 cytotox | IP6K1 inh
O=C(C1CCN(c2nccc(Nc3ccccc3Cl)n2)CC1)N1CCN(Cc2ccccc2)CC1 | -11%[12.5 µM] | i | ? | ? | . | 32µM* | -1
CN(C)C(=O)c1ccc2cncn2c1 | 3%[87.6 µM] | -18%[88.5 µM] | -24%[87.6 µM] | -11%[230 µM] | -9%[230 µM] | -3%[174 µM] | -3

No enrichment for hits; any-hit rate near 7.7%.
